SW480 rereplic – DNA re-replication induction in SW480 cells; SW480 DNA re-replication, Hoechst DNA content imaging, 48 h; Potency, µM (top dose mostly 46.1 µM), for the others: top-dose re-replication activation, hits mostly activators; hit rate 1.8% among 340,000; AID 624297; also: potency is read from the fitted curve at half-maximal effect; % of control where 0% means no effect; nearly all actives have a fitted effect of over 55% in size
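Image-based DNA-content assay: after two days of treatment, nuclei were labelled with the DNA dye Hoechst and imaged, and hits were compounds raising the count of nuclei showing high fluorescence intensity.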
MCF10A rerep – induces DNA re-replication in MCF 10a normal breast cells. MCF 10A DNA re-replication, Hoechst nuclear intensity, 48 h. Potency, µM (doses to about 46.1 µM), without a hit: at the top dose activity, positive = re-replication, hits mostly activators. AID 624296. hit rate 2.9% among 350,000; also: potency is read from the fitted curve at half-maximal effect; % of control where 0% means no effect; nearly all actives have a fitted effect of over 50% in size
IL1B secr inh – blocks inflammasome-driven IL-1 beta release. hit rate 4.7% among 360,000. activity change, % at 57.5 µM. AID 743279. THP-1 LPS/ATP IL-1B secretion, AlphaLISA, 16 h; active compounds read low; in the data active = activity change below about -50%; inconclusive = mostly about -30% to -49%; also: % is scaled to controls: 0 for no effect and ±100 for the full control effect
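THP-1 cells pretreated 1 hr with compounds (up to 57.5 uM final), then stimulated with LPS (250 ng/mL final) plus ATP (1.25 mM final); secreted IL-1B measured by AlphaLISA after 16 hr, decreased signal indicating inhibition.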
DRD3 agonist – agonists of human D3 dopamine receptor. hit rate 0.58% among 410,000. max activation, %. D3R DiscoveRx beta-arrestin cells, luminescence, 90 min. P35462. AID 652048; in the data active = max activation above about 30%; also: 0% is about no effect; mostly tested at two doses, the higher about 12 µM
Target sequence (P35462 whole entry, looked up): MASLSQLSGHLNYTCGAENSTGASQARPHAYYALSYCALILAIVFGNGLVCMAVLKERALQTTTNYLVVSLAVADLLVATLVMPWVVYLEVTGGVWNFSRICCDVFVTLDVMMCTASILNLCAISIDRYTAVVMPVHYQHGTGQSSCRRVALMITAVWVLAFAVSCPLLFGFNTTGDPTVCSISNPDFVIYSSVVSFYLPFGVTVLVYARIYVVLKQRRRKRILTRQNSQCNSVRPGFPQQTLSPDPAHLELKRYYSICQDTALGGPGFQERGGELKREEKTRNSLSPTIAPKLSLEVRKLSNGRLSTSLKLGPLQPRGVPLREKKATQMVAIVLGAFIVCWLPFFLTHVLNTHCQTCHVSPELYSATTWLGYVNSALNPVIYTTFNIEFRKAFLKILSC
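Cells at 1500/well, incubated overnight, then treated with pinned compounds (dopamine as control) for 90 min at 37 degrees C. DiscoveRx reagent added for 30 - 60 minutes at room temperature; luminescence read.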
KB-3-1 tox – KB-3-1 parental cell cytotoxicity. AID 1347075. KB-3-1 viability, CellTiter-Glo ATP luminescence, 72 h. hit rate 1.4% among 400,000. Potency, µM (top dose mostly 46.1 µM), for inactives: top-dose activity change, negative = cytotoxic, usual class: cytotoxic; also: potency is read from the fitted curve at half-maximal effect; % is scaled to controls: 0 for no effect and ±100 for the full control effect; nearly all actives have a fitted effect of over 60% in size
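Luminescent ATP read-out (CellTiter-Glo) measures survival of drug-naive KB-3-1 cells after 72 h compound exposure at 37 °C. Titration series was screened from lowest to highest concentration, with DMSO vehicle plates as background controls.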
HEK293 tox – cytotoxicity in counter-screen for GLP-1R inverse agonists; Potency, µM (series often up to 38.3 µM), for the others: at the top dose activity change, negative = inhibition, actives largely listed as inhibitors; HEK293 cAMP-luciferase reporter cells, luminescence, 24 h; AID 624418; hit rate 0.13% among 410,000;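 also: loss of luciferase light is scored as toxicity; potency is read from the fitted curve at half-maximal effect; % is scaled to controls: 0 for no effect and ±100 for the full control effect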
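Luminescence readout: signal drop marks cytotoxicity. Plated cells grew 12 h at 37 °C, 5% CO2, received 23 nL compound for 24 h, then got luciferase reagent, read after 12 min at RT.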
HT1080 IDH1KD tx – toxicity to HT-1080 IDH1 knockdown cells (counter line); HT-1080 IDH1 knockdown viability, ATP luminescence, 48 h; Potency, µM (highest dose often 46.1 µM), inactives show at the highest dose activity, negative = toxicity, actives largely listed as cytotoxic; hit rate 2% among 360,000;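 also: potency is read from the fitted curve at half-maximal effect; 0% = DMSO wells and -100% = cell-free medium wells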
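Luminescent ATP read-out (CellTiter-Glo, 10 min at room temperature) after 48 h compound exposure at 37 °C gave viability of IDH1-knockdown HT-1080 cells. Activity was normalised to DMSO and cell-free wells, then fitted as concentration-response curves.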
HT1080NT lethal – kills 2HG-producing HT-1080-NT fibrosarcoma cells | Potency, µM (series often up to 46.1 µM), without a hit: at the top dose activity, negative = less viability, actives largely listed as cytotoxic | hit rate 1.6% among 360,000 | HT-1080-NT fibrosarcoma viability, CellTiter-Glo ATP luminescence, 48 h;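 also: NT is the 2HG producing partner of a matched IDH1 knockdown line; potency is read from the fitted curve at half-maximal effect; 0% = DMSO-treated cells and -100% = media-only wells without cells; nearly all actives have a fitted effect of over 55% in size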
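Viability by CellTiter-Glo luminescence after 48 h compound exposure at 37C of HT-1080-NT cells (750/well, RPMI, 5% FBS). % activity scaled between DMSO wells and medium-only wells, then curve-fitted and categorized by curve class.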
KB-V1 MDR tox – kills drug-selected multidrug resistant KB-V1 cells. KB-V1 MDR cells viability, CellTiter-Glo, 72 h. Potency, µM (highest dose often 46.1 µM), for the others: top-dose activity change, negative = cytotoxicity, hits mostly cytotoxic. hit rate 3.4% among 400,000; also: potency is read from the fitted curve at half-maximal effect; % is scaled to controls: 0 for no effect and ±100 for the full control effect; nearly all actives have a fitted effect of over 60% in size
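Drug-selected KB-V1 cells, grown in DMEM lacking phenol red with 10% FBS, receive compound titrations; after three days at 37 degrees C, surviving cell ATP is quantified by CellTiter-Glo luminescence and responses normalized and curve-fitted.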
* = called active by the depositor; u = inconclusive; x = no result given; [ ] = another dose, or the depositor's remark. Unless noted, calls follow the shape of the dose curve; as a rule, active = well fitted curve in the direction sought with a large enough effect; inconclusive = small, poorly fitted or top-dose-only effect, or another doubt; inactive = no such curve, though single readings can be large; an effect the other way counts as inactive or inconclusive. Random draw from the library; overall some 11% were active at least once.

The line under a structure holds: SW480 rereplic	MCF10A rerep	IL1B secr inh	DRD3 agonist	KB-3-1 tox	HEK293 tox	HT1080 IDH1KD tx	HT1080NT lethal	KB-V1 MDR tox
1. COc1ccccc1CNC(=O)COC(=O)Cc1ccc(Cl)cc1
  1%	-1%	15	-2	6%	-2%	6%	4%	1%
2. O=C(NC(=S)Nc1cccnc1)c1cccc(Cl)c1
  x	x	0	-11	10%	0%	13%	11%	-2%
3. Cc1cc(C)n(CCc2nc(-c3ccc(C(C)(C)C)cc3)cs2)n1
  14%	u	-51*	2	-1%	u	-10%	-5%	16µM*
4. CSC(=NC#N)N1CCN(c2c(C)cccc2C)CC1
  -10%	22%	-13	-10	-17%	14%	-7%	1%	8%
5. N#Cc1ccc(CSc2ncnc3c2cnn3Cc2ccccc2)cc1
  0%	-3%	-14	-1	-6%	10%	-28%	1%	-16%
6. Cc1cnc(CNC(=O)c2ccc3nc([C@@H]4O[C@H](CO)[C@H](O)[C@H](O)[C@H]4O)[nH]c3c2)cn1
  x	x	3	-3	0%	-5%	19%	28%	5%
7. O=C1CC(Nc2ccc(N3CCOCC3)cc2)C(=O)N1C1CCCCC1 (configuration not stated)
  -3%	11%	-8	5	-7%	-14%	3%[9.24 µM]	14%	-12%
8. CC(=O)c1cccc(NC(=O)CC2S/C(=N/N=C3CCCCCC3)NC2=O)c1 (configuration not stated)
  5%	-4%	22	-21	2%	0%	-10%	6%	4%
9. CCn1c(SCC(=O)c2ccccc2)nnc1-c1cccc(Cl)c1
  x	x	x	4	2%	-14%	x	x	23%
10. CCCCn1c(N)c(N(CC)C(=O)c2cccc(C)c2)c(=O)[nH]c1=O
  -17%	-4%	12	-6	6%	7%	16%	12%	16%
11. COc1cc(/C=C/C(=O)C2C(=O)C=C(C)OC2=O)cc(OC)c1O (configuration not stated)
  5%	14%	-4	2	u	-5%	-25%	-11%	10%
12. Cc1nc([N+](=O)[O-])cn1Cc1cccc([N+](=O)[O-])c1
  -8%	17%	-2	-2	-5%	-13%	5%	25%	u
13. Cc1cccc(NC(=O)c2sc(Cl)nc2-c2ccccc2)c1
  -3%	26%	0	-1	u	22%	-12%	-1%	-39%
14. Cc1cc(NC(=O)CCS(=O)(=O)c2nc(-c3ccccc3)cc(C(F)(F)F)n2)no1
  u	5.2µM*	-121*	-17	u	u	-14%[9.24 µM]	u	-5%
15. CCOC(=O)c1c(C)n(-c2ccc(C)cc2)c2c(CC(C)=O)c(Br)c(OC)c(O)c12
  -7%	3%	-7	4	-8%	10%	-3%	-4%	-20%
16. COC(=O)C1=C(O)CSC1=Nc1cccc(C(F)(F)F)c1
  -2%	9%	22	-2	-12%	0%	-7%	-9%	u
17. CCC1=C(OC(=O)N(CC)CC)N2C(=O)OC(=NCCc3c[nH]c4ccccc34)[C@]2(Cc2ccccc2)[C@H]2C1=CC[C@H]1C(=O)N(CC(=O)OC)C(=O)[C@H]12
  5%	u	u	1	u	-20%	-6%	-8%	3%
18. O=C(c1ccc([N+](=O)[O-])cc1)N1CCSC1c1cccc(Cl)c1 (configuration not stated)
  2%	0%	u	-11	-6%	-1%	u	-3%	-30%
19. CSc1nc(Cl)cc(N(CCO)CCO)n1
  0%	-14%	3	-1	4%	-7%	18%	21%	u
20. O=C(c1c(F)cccc1F)N1CCC(O)(c2ccc(F)cc2)CC1
  -2%	7%	2	13	-1%	5%	-2%	7%	22%
21. COC(=O)c1ccccc1NC(=O)CSc1nnc(-c2cccc(NC(C)=O)c2)n1C
  0%	-3%	-15	-6	3%	-17%	5%	1%	2%
22. CCn1c(CSCc2ccc(Cl)cc2)n[nH]c1=S
  u	-15%	2	-6	4%	u	-8%	-6%	-15%
23. Cn1c(=O)cc(OCCCC(=O)NCCCN2CCN(Cc3ccccc3)CC2)c2ccccc21
  2%	4%	-2	-49	6%	-8%	-25%	-1%	3%
24. O=C(Nc1ccc2oc(-c3cccnc3)nc2c1)c1cc2ccccc2o1
  -3%	14%	-8	6	7%	-4%	10%	17%	1%
25. Cc1sc(N/N=C/c2cccnc2)nc1-c1ccc(Cl)cc1
  -1%	19%	-8	0	6%	7%	-7%	-8%	3%
26. CCn1nc(C)c2c(-c3ccccc3)cc(=O)n(C(C)C(=O)NCCc3ccc(Cl)cc3)c21 (configuration not stated)
  x	x	x	1	2%	0%	x	x	1%
27. O=C(NCC(c1cccs1)N1CCOCC1)c1ccc([N+](=O)[O-])cc1 (configuration not stated)
  -3%	7%	5	-15	2%	13%	6%	11%	-5%
28. CC(C)C(NS(=O)(=O)c1ccc2c(c1)OCCCO2)C(=O)O (configuration not stated)
  0%	2%	0	-4	-3%	21%	1%	1%	25%
29. O=C(CCN1CCN(S(=O)(=O)c2cccc([N+](=O)[O-])c2)CC1)Nc1ccccc1F
  -8%	0%	14	3	14%	-3%	u	7%	-25%
30. CC(=O)c1sc(-c2ccc(Cl)cc2)nc1C
  -7%	0%	13	0	9%	-5%	0%	-3%	u

Some of the entries above, set out differently:
| nr | smiles | SW480 rereplic | MCF10A rerep | IL1B secr inh | DRD3 agonist | KB-3-1 tox | HEK293 tox | HT1080 IDH1KD tx | HT1080NT lethal | KB-V1 MDR tox |
| --- | --- | --- | --- | --- | --- | --- | --- | --- | --- | --- |
| 20 | O=C(c1c(F)cccc1F)N1CCC(O)(c2ccc(F)cc2)CC1 | -2% | 7% | 2 | 13 | -1% | 5% | -2% | 7% | 22% |
| 21 | COC(=O)c1ccccc1NC(=O)CSc1nnc(-c2cccc(NC(C)=O)c2)n1C | 0% | -3% | -15 | -6 | 3% | -17% | 5% | 1% | 2% |
| 22 | CCn1c(CSCc2ccc(Cl)cc2)n[nH]c1=S | u | -15% | 2 | -6 | 4% | u | -8% | -6% | -15% |
| 23 | Cn1c(=O)cc(OCCCC(=O)NCCCN2CCN(Cc3ccccc3)CC2)c2ccccc21 | 2% | 4% | -2 | -49 | 6% | -8% | -25% | -1% | 3% |

Additional compounds follow:
The line under a structure holds: SW480 rereplic	MCF10A rerep	IL1B secr inh	DRD3 agonist	KB-3-1 tox	HEK293 tox	HT1080 IDH1KD tx	HT1080NT lethal	KB-V1 MDR tox
31. CSCCC(C(=O)OC1CCOC1=O)N1C(=O)c2ccccc2C1=O (configuration not stated)
  -33%[inhibitor]	u	9	10	5%	-11%	0%	4%	0%
32. O=C1N=c2ccccc2=C1c1sc(=S)n(CC2CCCO2)c1O (configuration not stated)
  -1%	8%	31	-3	3%	-13%	10%	5%	-4%
33. Cc1nc(NC(=O)c2ccc(OCC(C)C)cc2)sc1Cc1ccc2c(c1)OCO2
  u	u	-12	1	0%	-20%	u	-15%	0%
34. O=C1CN(C(=O)c2ccc(F)c(S(=O)(=O)N3CCOCC3)c2)c2ccccc2N1
  -1%	-1%	28	2	2%	-16%	-13%	-23%	1%
35. Cc1ccc(C(=O)Nc2nc(=O)n(C(=O)c3ccccc3C)s2)cc1
  -4%	u	-65*	1	-3%	-18%	u	u	9%
36. NC(=O)c1ccc(NC(=O)COC(=O)c2c3c(nc4ccccc24)/C(=C\c2cccs2)CCC3)cc1
  21µM*	23µM*	-5	4	-1%	-8%	-5%	-11%	-24%
37. CC(C)(C)c1ccc(-n2ncc3c2CCCC3NC(=O)CCC2=NNC(=O)CC2)cc1 (configuration not stated)
  x	x	4	-2	-20%	-6%	-6%	-13%	-15%
38. Cc1ccc(NC(=O)C2CCCN(S(=O)(=O)c3ccc(-n4cnnn4)cc3)C2)cc1 (configuration not stated)
  -1%	13%	27	2	-10%	1%	-17%	-18%	-3%
39. COc1ccc(NC(=O)C2CCCCC2)cc1S(=O)(=O)N1CCOCC1
  -5%	-34%[inhibitor]	26	-3	15%	-13%	16%	2%	12%
40. O=C(CCc1nnc2n(Cc3ccc(Cl)cc3)c(=O)c3ccccc3n12)NCCCN1CCOCC1
  4%	-5%	0	-9	2%	-2%	-3%	-4%	10%
41. COc1ccc(C(C)(NC(C)=O)c2nc(-c3cccc(C(=O)O)c3)cs2)cc1 (configuration not stated)
  x	x	11	-7	0%	6%	24%	20%	1%
42. Cc1ccccc1Nc1nc(N)nc(COc2ccc(C#N)cc2)n1
  u	3%	3	-6	0%	8%	-2%	1%	-10%
43. Cc1cc2c(=O)oc(-c3ccc(Br)cc3)nc2s1
  -43%	1%	10	-5	1%	21%	17%	12%	-11%
44. Cc1ccc(F)c(S(=O)(=O)NC(=O)C2(C)CCN2C(=O)Cc2ccc(C(C)(C)C)cc2)c1 (configuration not stated)
  x	x	45	2	0%	3%	-1%	2%	-16%

In a second layout: 3 of the compounds above.
entry | compound | SW480 rereplic | MCF10A rerep | IL1B secr inh | DRD3 agonist | KB-3-1 tox | HEK293 tox | HT1080 IDH1KD tx | HT1080NT lethal | KB-V1 MDR tox
32 | O=C1N=c2ccccc2=C1c1sc(=S)n(CC2CCCO2)c1O (configuration not stated) | -1% | 8% | 31 | -3 | 3% | -13% | 10% | 5% | -4%
33 | Cc1nc(NC(=O)c2ccc(OCC(C)C)cc2)sc1Cc1ccc2c(c1)OCO2 | u | u | -12 | 1 | 0% | -20% | u | -15% | 0%
34 | O=C1CN(C(=O)c2ccc(F)c(S(=O)(=O)N3CCOCC3)c2)c2ccccc2N1 | -1% | -1% | 28 | 2 | 2% | -16% | -13% | -23% | 1%

Results in IL1B secr inh, for three of the compounds above:
No. | structure | IL1B secr inh
40 | O=C(CCc1nnc2n(Cc3ccc(Cl)cc3)c(=O)c3ccccc3n12)NCCCN1CCOCC1 | 0
36 | NC(=O)c1ccc(NC(=O)COC(=O)c2c3c(nc4ccccc24)/C(=C\c2cccs2)CCC3)cc1 | -5
43 | Cc1cc2c(=O)oc(-c3ccc(Br)cc3)nc2s1 | 10
